Bim-Bcl-XL: disrupts Bim peptide binding to human Bcl-XL; Q07817; bead flow cytometry, fluorescence; inhibition, % at 10 µM; hit rate 0.04% among 190,000; AID 1007
Target sequence (Q07817 whole entry, looked up): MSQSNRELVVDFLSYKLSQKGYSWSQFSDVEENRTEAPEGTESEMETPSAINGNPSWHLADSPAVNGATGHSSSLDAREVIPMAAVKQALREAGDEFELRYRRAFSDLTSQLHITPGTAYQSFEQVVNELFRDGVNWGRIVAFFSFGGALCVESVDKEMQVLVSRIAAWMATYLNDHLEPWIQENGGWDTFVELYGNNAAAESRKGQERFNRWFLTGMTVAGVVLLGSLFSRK
Bim-Bcl-W: inhibitors of Bim-Bcl-W interaction, human. hit rate 0.02% among 190,000. inhibition, % at 10 µM. bead-based flow cytometry, Bim peptide-Bcl-W binding. Q92843;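 also: 0% = bound tracer without compound and 100% = peptide blocker; higher means less fluorescent Bim peptide bound to Bcl-W beads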
Target sequence (Q92843 whole entry, looked up): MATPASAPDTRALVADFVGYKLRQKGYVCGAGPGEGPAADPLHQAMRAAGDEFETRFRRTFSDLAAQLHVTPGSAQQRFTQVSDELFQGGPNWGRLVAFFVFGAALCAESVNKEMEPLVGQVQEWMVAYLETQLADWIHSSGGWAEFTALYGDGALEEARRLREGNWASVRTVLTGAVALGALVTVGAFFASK
Bim-Bfl-1: human Bim-Bfl-1 interaction inhibition | Q16548 | Bead-based flow cytometry, Bim-Bfl-1 binding inhibition | inhibition, % at 10 µM | hit rate 0.12% among 190,000;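 also: 0% = wells without compound plus tracer and 100% = blocker peptide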
Bcl-B Bim block: inhibitors of Bim-Bcl-B interaction, human. hit rate 0.073% among 190,000. bead-based flow cytometry, Bim peptide-Bcl-B binding. inhibition, % at 10 µM. Q9HD36. AID 951;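 also: 0% = tracer peptide without compound and 100% = reference inhibitor peptide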
Bcl-2 Bim block: human Bim-Bcl-2 interaction inhibition; P10415; inhibition, % at 10 µM; Bead-based flow cytometry, Bim peptide-Bcl-2 binding; hit rate 0.06% among 190,000; in the data active = inhibition above about 40%;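 also: 0% = no compound wells with probe peptide and 100% = reference peptide inhibitor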
Target sequence (P10415 whole entry, looked up): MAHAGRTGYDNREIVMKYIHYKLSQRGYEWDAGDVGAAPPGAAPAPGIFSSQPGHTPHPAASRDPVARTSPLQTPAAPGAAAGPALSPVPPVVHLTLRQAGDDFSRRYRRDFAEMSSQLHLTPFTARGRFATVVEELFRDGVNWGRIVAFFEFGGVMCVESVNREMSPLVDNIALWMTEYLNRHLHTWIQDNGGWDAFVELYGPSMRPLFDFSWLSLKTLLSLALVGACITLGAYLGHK
Rab2 wt GTP: changes GTP binding to wildtype dog Rab2A, up or down; GTP binding activity, % at 10 µM; AID 760; hit rate 0.19% among 190,000; GST-Rab2 wt beads, Bodipy-GTP binding, flow cytometry; P61105;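 active = GTP binding activity at least 20 points away from 100%, either lowered or raised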;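 also: 0% = beads with excess unlabeled GTP and 100% = no-compound control corrected for plate trend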
Rac1 act GTP bind: human Rac1 activated mutant GTP binding change; hit rate 0.11% among 190,000; GST-Rac1 activated beads, fluorescent GTP binding, flow cytometry; actives lie on both sides; 100% means binding = to untreated wells; percent activity (GTP binding), % at 10 µM; AID 764;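 active = GTP binding at least 20 percentage points away from the 100% baseline, in either direction, so actives lie on both sides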
Rac1 wt GTP bind: alters GTP binding to wildtype human Rac1 | GST-Rac1 beads, fluorescent GTP binding, flow cytometry; actives lie on both sides; 0 = cold GTP competed, 100 = untreated | P63000 | GTP binding activity (% of control), % at 10 µM | hit rate 0.27% among 190,000 | AID 757;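 active = GTP binding activity at least 20 points away from the 100% control level, either lower or higher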
Rab7 wt modul: alters GTP binding to wildtype dog Rab7; GST-Rab7 beads, fluorescent GTP binding, flow cytometry; actives lie on both sides; untreated = 100%, excess cold GTP = 0%; GTP binding activity (percent of control), % at 10 µM; hit rate 0.055% among 190,000; AID 758;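 active = fluorescent GTP binding to Rab7 beads changed by at least 20 points from the 100% baseline, either direction, mostly lower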;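 also: median green fluorescence of bound Bodipy-FL-GTP per Rab7 bead population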
HRas wt GTP bind: changes GTP binding to wildtype human HRas; P01112; GST-Ras wt beads, Bodipy-FL-GTP binding, flow cytometry; actives lie on both sides; GTP binding activity, % at 10 µM; hit rate 0.14% among 190,000;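 active = GTP binding activity at least 20% away from the 100% baseline, either lowered as inhibitor or raised as activator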;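 also: 0% = unlabeled GTP competition control and 100% = no-compound control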
Target sequence (P01112 whole entry, looked up): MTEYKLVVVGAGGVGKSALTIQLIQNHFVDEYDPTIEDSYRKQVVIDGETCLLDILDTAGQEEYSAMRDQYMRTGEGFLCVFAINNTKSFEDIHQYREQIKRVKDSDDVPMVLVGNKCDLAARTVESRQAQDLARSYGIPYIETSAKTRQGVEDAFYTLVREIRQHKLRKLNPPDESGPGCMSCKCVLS
Cdc42 wt: modulators (inhibitors or activators) of GTP binding to human Cdc42 wildtype | P60953 | GST-Cdc42 beads, Bodipy-GTP binding, flow cytometry; actives lie on both sides | percent activity (GTP binding), % at 10 µM | hit rate 0.2% among 190,000;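 active = percent activity GTP binding at least 20 points away from the 100% baseline, either down as inhibitor or up as activator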;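 also: median bead fluorescence of bound Bodipy-FL-GTP at 100 nM; 0% = excess unlabeled GTP control and 100% = no compound control; below 100% means less GTP binding so inhibitor and above means activator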
Target sequence (P60953 whole entry, looked up): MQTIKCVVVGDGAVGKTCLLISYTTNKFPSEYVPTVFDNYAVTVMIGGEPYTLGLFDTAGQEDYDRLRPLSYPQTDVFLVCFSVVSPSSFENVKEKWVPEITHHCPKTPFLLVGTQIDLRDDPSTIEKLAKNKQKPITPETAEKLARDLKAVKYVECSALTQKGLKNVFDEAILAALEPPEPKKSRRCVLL
Starred values were filed as active, the others as inactive. Rule as the data show it, unless noted: active = inhibition above about 40%.

What do the screens show for `CCO[C@@H]1OC(C(=O)N2CCOCC2)=C[C@H](c2cn(C(C)=O)c3ccccc23)[C@H]1CCCO`?
Bim-Bcl-XL: 0; Bim-Bcl-W: -2; Bim-Bfl-1: -6; Bcl-B Bim block: -7; Bcl-2 Bim block: -1; Rab2 wt GTP: 97; Rac1 act GTP bind: 98; Rac1 wt GTP bind: 98; Rab7 wt modul: 98; HRas wt GTP bind: 97; Cdc42 wt: 97

Results for O=C(/C(=C/O)N=Nc1ccccc1)c1ccc(Cl)cc1 ?
Bim-Bcl-XL: -6; Bim-Bcl-W: -3; Bim-Bfl-1: -2; Bcl-B Bim block: -4; Bcl-2 Bim block: -3; Rab2 wt GTP: 96; Rac1 act GTP bind: 96; Rac1 wt GTP bind: 95; Rab7 wt modul: 102; HRas wt GTP bind: 95; Cdc42 wt: 92

What do the screens show for `Cc1ccc2cc(CN(CCO)Cc3nnnn3Cc3ccc(F)cc3)c(=O)[nH]c2c1`?
Bim-Bcl-XL: -1; Bim-Bcl-W: -1; Bim-Bfl-1: 1; Bcl-B Bim block: -1; Bcl-2 Bim block: 0; Rab2 wt GTP: 99; Rac1 act GTP bind: 99; Rac1 wt GTP bind: 99; Rab7 wt modul: 100; HRas wt GTP bind: 100; Cdc42 wt: 98

How did Cc1[nH]c2ccccc2c1C(=O)COC(=O)CCS(=O)(=O)c1ccccc1Cl do in these assays?
Bim-Bcl-XL: -7; Bim-Bcl-W: -2; Bim-Bfl-1: -1; Bcl-B Bim block: -7; Bcl-2 Bim block: -2; Rab2 wt GTP: 101; Rac1 act GTP bind: 100; Rac1 wt GTP bind: 104; Rab7 wt modul: 101; HRas wt GTP bind: 101; Cdc42 wt: 104

How did COc1ccc(NC(=O)Nc2nnc(N3CCC(C)CC3)s2)cc1OC do in these assays?
Bim-Bcl-XL: -3; Bim-Bcl-W: -6; Bim-Bfl-1: -2; Bcl-B Bim block: -9; Bcl-2 Bim block: 2; Rab2 wt GTP: 99; Rac1 act GTP bind: 99; Rac1 wt GTP bind: 105; Rab7 wt modul: 105; HRas wt GTP bind: 101; Cdc42 wt: 103

Results for Fc1ccccc1NC(=S)NNc1ncc(C(F)(F)F)cc1Cl ?
Bim-Bcl-XL: -4; Bim-Bcl-W: -2; Bim-Bfl-1: 1; Bcl-B Bim block: -7; Bcl-2 Bim block: -1; Rab2 wt GTP: 97; Rac1 act GTP bind: 95; Rac1 wt GTP bind: 92; Rab7 wt modul: 99; HRas wt GTP bind: 97; Cdc42 wt: 96

Results for COc1cccc(CN(Cc2ccco2)S(=O)(=O)c2ccc(S(=O)(=O)NCc3ccccc3)cc2)c1OC ?
Bim-Bcl-XL: -6; Bim-Bcl-W: -1; Bim-Bfl-1: 1; Bcl-B Bim block: -5; Bcl-2 Bim block: 0; Rab2 wt GTP: 100; Rac1 act GTP bind: 100; Rac1 wt GTP bind: 104; Rab7 wt modul: 94; HRas wt GTP bind: 100; Cdc42 wt: 102

Results for COc1ccc(Cc2nc(-c3cccc(C)c3)no2)cc1 ?
Bim-Bcl-XL: -1; Bim-Bcl-W: -1; Bim-Bfl-1: 0; Bcl-B Bim block: 1; Bcl-2 Bim block: 0; Rab2 wt GTP: 98; Rac1 act GTP bind: 93; Rac1 wt GTP bind: 99; Rab7 wt modul: 97; HRas wt GTP bind: 96; Cdc42 wt: 96

What do the screens show for `Cc1ccc(CNC(=O)c2ccc[nH]2)cc1`?
Bim-Bcl-XL: 0; Bim-Bcl-W: -2; Bim-Bfl-1: -5; Bcl-B Bim block: -5; Bcl-2 Bim block: -1; Rab2 wt GTP: 96; Rac1 act GTP bind: 95; Rac1 wt GTP bind: 101; Rab7 wt modul: 97; HRas wt GTP bind: 98; Cdc42 wt: 94

What do the screens show for `Cc1no[n+]([O-])c1COc1ccc(/C=C(\C#N)C(N)=O)cc1`?
Bim-Bcl-XL: -6; Bim-Bcl-W: -1; Bim-Bfl-1: -5; Bcl-B Bim block: -1; Bcl-2 Bim block: -3; Rab2 wt GTP: 98; Rac1 act GTP bind: 100; Rac1 wt GTP bind: 103; Rab7 wt modul: 99; HRas wt GTP bind: 100; Cdc42 wt: 102

How did O=C(COC(=O)c1nc(Cl)ccc1Cl)c1ccc(Cl)s1 do in these assays?
Bim-Bcl-XL: -7; Bim-Bcl-W: -4; Bim-Bfl-1: -14; Bcl-B Bim block: -10; Bcl-2 Bim block: -7; Rab2 wt GTP: 97; Rac1 act GTP bind: 99; Rac1 wt GTP bind: 104; Rab7 wt modul: 102; HRas wt GTP bind: 100; Cdc42 wt: 102

How did COc1ccc(-n2c(SCC(=O)Nc3cc(C)on3)nc3ccccc3c2=O)cc1Cl do in these assays?
Bim-Bcl-XL: -4; Bim-Bcl-W: -3; Bim-Bfl-1: -7; Bcl-B Bim block: -6; Bcl-2 Bim block: 0; Rab2 wt GTP: 92; Rac1 act GTP bind: 93; Rac1 wt GTP bind: 92; Rab7 wt modul: 94; HRas wt GTP bind: 95; Cdc42 wt: 88

What do the screens show for `Cc1ccc(CSc2nn3c(=O)c(C)nnc3s2)cc1`?
Bim-Bcl-XL: -7; Bim-Bcl-W: -4; Bim-Bfl-1: -12; Bcl-B Bim block: -7; Bcl-2 Bim block: -8; Rab2 wt GTP: 96; Rac1 act GTP bind: 99; Rac1 wt GTP bind: 101; Rab7 wt modul: 101; HRas wt GTP bind: 99; Cdc42 wt: 102

Results for Cc1cccc(-n2nnnc2SCC(=O)N(CC(C)C)c2c(N)n(CC(C)C)c(=O)[nH]c2=O)c1 ?
Bim-Bcl-XL: -4; Bim-Bcl-W: -2; Bim-Bfl-1: -5; Bcl-B Bim block: -11; Bcl-2 Bim block: -3; Rab2 wt GTP: 94; Rac1 act GTP bind: 95; Rac1 wt GTP bind: 97; Rab7 wt modul: 95; HRas wt GTP bind: 96; Cdc42 wt: 96

What do the screens show for `COc1ccc(Oc2ccc(N/C=C3/CCCC3=O)cc2)cc1`?
Bim-Bcl-XL: -2; Bim-Bcl-W: -1; Bim-Bfl-1: 1; Bcl-B Bim block: -6; Bcl-2 Bim block: 0; Rab2 wt GTP: 100; Rac1 act GTP bind: 99; Rac1 wt GTP bind: 103; Rab7 wt modul: 99; HRas wt GTP bind: 102; Cdc42 wt: 100

What do the screens show for `CCOC(=O)c1cc(NC(=O)c2cnccn2)cc(C(=O)OCC)c1`?
Bim-Bcl-XL: 2; Bim-Bcl-W: -2; Bim-Bfl-1: 0; Bcl-B Bim block: 0; Bcl-2 Bim block: 0; Rab2 wt GTP: 96; Rac1 act GTP bind: 94; Rac1 wt GTP bind: 99; Rab7 wt modul: 95; HRas wt GTP bind: 99; Cdc42 wt: 99

Results for Oc1oc(-c2ccccc2Br)nc1C=Nc1ccc(Br)cn1 ?
Bim-Bcl-XL: -3; Bim-Bcl-W: 0; Bim-Bfl-1: 4; Bcl-B Bim block: -4; Bcl-2 Bim block: 5; Rab2 wt GTP: 99; Rac1 act GTP bind: 93; Rac1 wt GTP bind: 97; Rab7 wt modul: 104; HRas wt GTP bind: 97; Cdc42 wt: 93

What do the screens show for `O=C(c1ccccc1Oc1ccccc1)N1CCN(c2ccccc2)CC1`?
Bim-Bcl-XL: -1; Bim-Bcl-W: 1; Bim-Bfl-1: 0; Bcl-B Bim block: -3; Bcl-2 Bim block: 2; Rab2 wt GTP: 100; Rac1 act GTP bind: 98; Rac1 wt GTP bind: 100; Rab7 wt modul: 98; HRas wt GTP bind: 101; Cdc42 wt: 99

What do the screens show for `COc1cccc(NC(=O)COC(=O)COc2ccccc2[N+](=O)[O-])c1`?
Bim-Bcl-XL: 2; Bim-Bcl-W: 0; Bim-Bfl-1: 0; Bcl-B Bim block: -2; Bcl-2 Bim block: 0; Rab2 wt GTP: 101; Rac1 act GTP bind: 100; Rac1 wt GTP bind: 100; Rab7 wt modul: 96; HRas wt GTP bind: 101; Cdc42 wt: 100

What do the screens show for `Cc1ccccc1NC(=O)N1CCN(S(=O)(=O)c2ccccc2)CC1`?
Bim-Bcl-XL: -10; Bim-Bcl-W: -5; Bim-Bfl-1: -9; Bcl-B Bim block: -8; Bcl-2 Bim block: -4; Rab2 wt GTP: 97; Rac1 act GTP bind: 95; Rac1 wt GTP bind: 97; Rab7 wt modul: 95; HRas wt GTP bind: 95; Cdc42 wt: 96

What do the screens show for `COC(=O)c1ccc(COc2ccc(-c3nnn(CC(=O)NC(C)(C)C)n3)cc2)cc1`?
Bim-Bcl-XL: -4; Bim-Bcl-W: 0; Bim-Bfl-1: 1; Bcl-B Bim block: -2; Bcl-2 Bim block: 2; Rab2 wt GTP: 100; Rac1 act GTP bind: 99; Rac1 wt GTP bind: 103; Rab7 wt modul: 104; HRas wt GTP bind: 101; Cdc42 wt: 100

How did COc1ccc(C(=O)CN2C(=O)C(C)(C)Oc3ccc(C(=O)N4CCCCCC4)cc32)cc1 do in these assays?
Bim-Bcl-XL: -1; Bim-Bcl-W: 0; Bim-Bfl-1: -2; Bcl-B Bim block: -2; Bcl-2 Bim block: -2; Rab2 wt GTP: 98; Rac1 act GTP bind: 99; Rac1 wt GTP bind: 100; Rab7 wt modul: 97; HRas wt GTP bind: 100; Cdc42 wt: 101

How did COc1ccccc1-c1nnc(SCC(=O)N2CC(C)CC(C)C2)o1 (stereo not given) do in these assays?
Bim-Bcl-XL: 0; Bim-Bcl-W: 4; Bim-Bfl-1: -13; Bcl-B Bim block: -7; Bcl-2 Bim block: -9; Rab2 wt GTP: 98; Rac1 act GTP bind: 96; Rac1 wt GTP bind: 101; Rab7 wt modul: 103; HRas wt GTP bind: 99; Cdc42 wt: 98

How did Cc1ccc(NC2OC(C(O)CO)C(O)C2O)cc1[N+](=O)[O-] (stereo not given) do in these assays?
Bim-Bcl-XL: -6; Bim-Bcl-W: -1; Bim-Bfl-1: -1; Bcl-B Bim block: -2; Bcl-2 Bim block: -3; Rab2 wt GTP: 103; Rac1 act GTP bind: 99; Rac1 wt GTP bind: 101; Rab7 wt modul: 101; HRas wt GTP bind: 102; Cdc42 wt: 103

How did COc1ccc(C(=O)NC(CO)c2nnc(SCc3ccc(Cl)c(Cl)c3)n2C)cc1 (stereo not given) do in these assays?
Bim-Bcl-XL: 9; Bim-Bcl-W: 7; Bim-Bfl-1: 7; Bcl-B Bim block: 9; Bcl-2 Bim block: 9; Rab2 wt GTP: 95; Rac1 act GTP bind: 95; Rac1 wt GTP bind: 96; Rab7 wt modul: 95; HRas wt GTP bind: 96; Cdc42 wt: 92

Results for Cc1cc(NC(=O)c2cccs2)n(-c2ccccc2)n1 ?
Bim-Bcl-XL: -9; Bim-Bcl-W: 2; Bim-Bfl-1: -11; Bcl-B Bim block: -7; Bcl-2 Bim block: -6; Rab2 wt GTP: 103; Rac1 act GTP bind: 102; Rac1 wt GTP bind: 105; Rab7 wt modul: 102; HRas wt GTP bind: 104; Cdc42 wt: 106

What do the screens show for `OCCNCc1cc(Br)ccc1OCc1ccccc1Cl`?
Bim-Bcl-XL: -8; Bim-Bcl-W: -7; Bim-Bfl-1: -12; Bcl-B Bim block: -10; Bcl-2 Bim block: -10; Rab2 wt GTP: 99; Rac1 act GTP bind: 101; Rac1 wt GTP bind: 104; Rab7 wt modul: 100; HRas wt GTP bind: 99; Cdc42 wt: 102

Source: PubChem BioAssay (NMMLSC)
